# BRCA1 expr act – activators of BRCA1 expression; 380,000 compounds, 1.1% hits; Potency, µM (top dose mostly 46.1 µM), without a hit: top-dose activation, usual class: activators; MCF7-BRCA1-FFLuc reporter, luminescence, 48 h; response scale: scaled: vehicle 0%, 10 µM genistein 100%; note: nearly all actives have a fitted effect of over 80% in size; some results filed as inactive show a strong effect at the top dose
#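 Cells: MCF7-BRCA1-FFLuc, 2000/well. Exposure: 48 h, 37 °C, 5% CO2. Read: luminescence, 15 min post-substrate. Controls: genistein 10 microM (maximal activation), DMSO (neutral).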
# VP16 counter – counter-screen for ROR gamma inhibitors: Gal4-VP16 reporter | 310,000 compounds, 3.5% hits | Potency, µM (top dose mostly 53.6 µM), for the others: at the highest dose activity, negative = inhibition, usual class: inhibitors | Drosophila S2 Gal4-VP16 UAS-luciferase, luminescence, 20 h;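 note: Gal4-VP16 expression switched on by copper sulfate through the metallothionein promoter; % is set by controls: 0 for no effect and ±100 for the full control effect; nearly all actives have a fitted effect of over 50% in size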
# p53 reactivation – restores transcriptional activity of mutant p53. H1299 p53-A138V BP100-luciferase reporter, luminescence, 24 h. Potency, µM (doses to about 92.2 µM), for the others: top-dose activity change, positive = activation, hits mostly activators. 320,000 compounds, 0.063% hits. AID 504706; note: % of control where 0% means no effect; nearly all actives have a fitted effect of over 45% in size
#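 H1299 (p53-null), stable ts p53-A138V + BP100-Luc; 1000 cells/well, Opti-MEM/10% FBS; cpd 4 pt, 1:5; 24 h, 37 deg C, 5% CO2; detection reagent 10 min RT; luminescence.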
# ELG1 genotoxic – induces genotoxicity in HEK293T cells with luciferase-tagged ELG1 | Potency, µM (titrated, usually from 46 µM), for the others: at the top dose activity change, positive = activation, most hits filed as activators | HEK293T ELG1-luciferase reporter, luminescence, 16 h | 330,000 compounds, 1.3% hits; note: % of control where 0% means no effect; nearly all actives have a fitted effect of over 60% in size
#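 Reporter readout depends on ELG1 protein level, which increases with genetic stress. After 16 hr compound exposure at 37 °C, luciferase activity was quantified using ONE-Glo.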
# uPA surface inh – blocks generation of uPA at the cell surface; cell surface uPA generation assay, qHTS; Potency, µM (series often up to 38.3 µM), without a hit: at the highest dose activity change, negative = inhibition, most hits filed as inhibitors; 330,000 compounds, 0.31% hits; active = well fitted inhibition curve with a large enough effect; inconclusive = small, poorly fitted or top-dose-only effect; inactive = no such curve, though single readings can be large or run the other way; tested in mouse RAW 264.7 cells; note: % is set by controls: 0 for no effect and ±100 for the full control effect; nearly all actives have a fitted effect of over 55% in size
# RORg inh – blocks mouse ROR gamma transcriptional activity. P51450. Drosophila S2 Gal4-RORgamma UAS-luciferase reporter, 20 h. Potency, µM (series often up to 53.6 µM), inactives show at the highest dose activity change, negative = inhibition, usual class: inhibitors. 310,000 compounds, 5.4% hits. AID 2551; note: % is set by controls: 0 for no effect and ±100 for the full control effect; nearly all actives have a fitted effect of over 60% in size
# Target sequence (P51450 whole entry, looked up, the tested form may be a part): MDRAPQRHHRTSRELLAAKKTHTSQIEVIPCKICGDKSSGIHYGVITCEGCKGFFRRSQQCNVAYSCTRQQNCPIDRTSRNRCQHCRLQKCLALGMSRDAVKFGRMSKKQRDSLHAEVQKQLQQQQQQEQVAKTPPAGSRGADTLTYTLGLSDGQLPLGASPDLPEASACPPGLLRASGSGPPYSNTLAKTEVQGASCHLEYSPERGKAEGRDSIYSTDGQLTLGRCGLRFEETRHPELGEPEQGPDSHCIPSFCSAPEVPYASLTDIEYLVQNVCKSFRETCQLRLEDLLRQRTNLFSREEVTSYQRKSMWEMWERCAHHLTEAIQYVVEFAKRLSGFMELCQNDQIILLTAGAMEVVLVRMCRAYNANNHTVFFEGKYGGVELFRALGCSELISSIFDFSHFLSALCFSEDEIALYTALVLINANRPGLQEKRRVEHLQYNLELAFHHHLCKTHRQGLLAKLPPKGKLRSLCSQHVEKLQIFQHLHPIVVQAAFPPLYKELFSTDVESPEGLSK
#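 Luminescence from a UAS-regulated Photinus luciferase reporter in stably transfected Drosophila Schneider cells is measured; decreased signal marks ROR gamma inhibition. Fusion expression is induced by 700 uM copper sulfate for 20 hr.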
# NPC1 promoter act – activators of NPC1 promoter; Huh7 NPC1 promoter luciferase reporter, 24 h; Potency, µM (top dose mostly 9.22 µM), inactives show at the highest dose activation, hits mostly activators; 320,000 compounds, 2.4% hits;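 note: % of control where 0% means no effect; nearly all actives have a fitted effect of over 60% in size; reporter is driven by a mutant NPC1 promoter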
#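 In 1536-well qHTS, Huh7 cells harboring an NPC1 promoter–luciferase construct received compound for 24 h; activation was quantified by luminescence following luciferase reagent addition.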
# FLuc modulator – inhibits or activates purified firefly luciferase, miR-21 counter-screen | P08659 | purified FLuc, Km substrates, luminescence inhibition | Potency, µM (doses to about 57.5 µM), for the others: at the highest dose activity change, negative = inhibition, actives largely listed as inhibitors | 360,000 compounds, 6.9% hits | AID 588342;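 note: plate controls were vehicle for no effect and reference inhibitor for full effect; nearly all actives have a fitted effect of over 55% in size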
#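 Purified P. pyralis luciferase (10nM final) with 10uM D-luciferin and 10uM ATP (Km levels) in 50mM Tris acetate pH 7.5, 10mM Mg acetate, 0.01% Tween-20, 0.05% BSA; qHTS 6-point titration, ~60 µM downward; luminescence read.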
# Rab9 prom act – activators of Rab9 promoter; Huh7 Rab9 promoter-luciferase reporter, luminescence, 24 h; Potency, µM (titrated, usually from 9.22 µM), inactives show at the top dose activation, negative = inhibition, usual class: activators; 320,000 compounds, 2.8% hits; AID 485297; note: % of control where 0% means no effect; nearly all actives have a fitted effect of over 60% in size
#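 Promoter activation is measured as luciferase luminescence in Huh7 cells stably transfected with a Rab9 promoter–luciferase construct, following 24 h compound exposure at 37 °C and 10 min reagent incubation at ambient temperature.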
# MBNL1 CUG block – MBNL1-poly(CUG) RNA binding inhibition | 280,000 compounds, 0.036% hits | Potency, µM (series often up to 57.5 µM), for the others: at the top dose activity change, negative = inhibition, usual class: inhibitors | AID 2675 | Q9NR56 | TR-FRET MBNL1-His/biotin-(CUG)12 binding, 665/545 ratio; active = well fitted inhibition curve with a large enough effect in the signal ratio, with a control signal flat, not every such curve was filed as active; inconclusive = small, poorly fitted or top-dose-only effect, or effect the other way, or a change in a side signal; inactive = no such curve, though single readings can be large or run the other way; the % refers to the signal ratio; note: % is set by controls: 0 for no effect and ±100 for the full control effect
# Target sequence (Q9NR56 whole entry, looked up): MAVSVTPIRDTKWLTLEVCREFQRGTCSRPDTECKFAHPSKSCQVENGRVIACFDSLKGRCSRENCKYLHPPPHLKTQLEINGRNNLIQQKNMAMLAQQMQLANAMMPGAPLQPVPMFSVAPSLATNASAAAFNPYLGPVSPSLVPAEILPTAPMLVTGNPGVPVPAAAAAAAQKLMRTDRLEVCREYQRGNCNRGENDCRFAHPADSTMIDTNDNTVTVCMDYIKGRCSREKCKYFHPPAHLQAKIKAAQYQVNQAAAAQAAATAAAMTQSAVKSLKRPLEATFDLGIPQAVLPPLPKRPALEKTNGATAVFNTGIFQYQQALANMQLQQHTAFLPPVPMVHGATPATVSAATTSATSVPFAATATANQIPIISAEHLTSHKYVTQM
#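 His-tagged MBNL1 binding to biotinylated (CUG)12 RNA was measured by TR-FRET using terbium anti-His antibody (0.055 ng/ul final) and streptavidin-XL665 (5 nM final). Compounds were titrated 92 nM to 58 uM; 60 min at room temperature.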
# * hit, by the source's call; ? = inconclusive; / = not tested or not shown; [ ] = remark or other dose. Unless noted, calls come from the whole dose curve; as a rule, active = well fitted curve in the direction sought with a large enough effect; inconclusive = small, poorly fitted or top-dose-only effect, or another doubt; inactive = no such curve, though single readings can be large; an effect the other way counts as inactive or inconclusive. Potency is the fitted concentration of half-maximal effect. An unsorted share of the library, and some 13% of all compounds hit somewhere here.
Molecule	BRCA1 expr act	VP16 counter	p53 reactivation	ELG1 genotoxic	uPA surface inh	RORg inh	NPC1 promoter act	FLuc modulator	Rab9 prom act	MBNL1 CUG block
Cc1ccc(-n2nnnc2SCC(=O)c2c(N)n(C3CC3)c(=O)[nH]c2=O)c(C)c1	-0.9%	/	-7.5%	-3.5%	-5.4%	/	-5.9%	-2.0%	-3.5%	/
CN(C1CCCCC1)S(=O)(=O)c1ccc(SCC(=O)C(C)(C)C)nc1	-37.9%	/	7.8%	-1.1%	-7.3%	/	/	/	/	/
O=C(Nc1nnc(SCc2ccccn2)s1)C1CC(=O)N(c2ccc(F)cc2)C1 (stereo not given)	-5.5%	-5.4%	-1.4%	-1.2%	3.2%	-5.0%	-1.1%	-1.2%	1.2%	5.6%
COc1ccccc1CNC(=O)c1csc2c1CCCC2	34.3%	-0.2%	3.4%	2.5%	2.0%	23.6%	-0.7%	-19.4%	-3.6%	-0.6%
Cn1c(=O)c(=O)n(C)c2cc([N+](=O)[O-])c([N+](=O)[O-])cc21	-55.3%	?	-9.3%	?	-20.5%	7.94µM*	-4.4%	4.8%	13.0%	?
COc1ccc(-c2nn(-c3ccccc3)cc2CO)cc1OC	-19.3%	2.4%	-3.5%	-8.5%	-1.8%	-15.0%	0.4%	?	-4.4%	-1.0%
COc1ccc(N2CCN(C(=O)c3sc4nc(-c5ccc(F)cc5)cn4c3C)CC2)cc1	8.6%	8.3%	4.3%	0.9%	-5.9%	14.4%	0.7%	0.2%	-1.5%	1.6%
Cc1cc2nn(-c3cccc4ccccc34)nc2cc1N	4.8%	25.1%	?	13µM*	5.7%	-0.6%	?	4.78µM*	2.82µM*	?
CCOC(=O)C1=C(N)OC2=C(C(=O)CC(C)(C)C2)C1c1ccc(C)s1 (stereo not given)	-2.8%	-7.8%	19.2%	1.1%	2.5%	25.0%	-2.1%	-17.4%	0.1%	?
COc1ccc(Cc2nnc(SCC(=O)Nc3ccc(C)cc3C)[nH]c2=O)cc1	5.1%	/	-7.9%	-5.8%	1.3%	/	-0.5%	-0.6%	-4.8%	/
CCOC(=O)C(C)Sc1nc2c([nH]c3ccccc32)c(=O)n1C (stereo not given)	1.1%	-2.0%	-6.2%	-1.0%	-16.9%	28.4%	-2.8%	-0.2%	-1.3%	11.1%
O=C(OCc1ccc(Cl)c(Cl)c1)c1cnccn1	-9.6%	2.1%	2.8%	0.0%	-3.8%	4.8%	0.8%	-2.7%	-0.5%	7.5%
Cc1[nH]c(=S)c(C#N)c(C)c1CC(=O)c1ccc(Br)cc1	0.0%	/	/	-9.8%	17.5%	/	-5.8%	-4.8%	8.7%	32.6%[activator]
Cc1ccc(CCC(=O)Nc2ccc(CC(=O)O)cc2)o1	-2.2%	-14.2%	/	0.8%	0.6%	-25.4%	-1.0%	-17.3%	1.2%	-3.0%
N#CC1=C(N)C2=CCCC[C@H]2[C@H](c2ccccc2)C1(C#N)C#N	-30.5%	-8.4%	5.9%	-1.7%	0.9%	-32.0%	1.5%	4.7%	-10.5%	4.0%
Cc1ccccc1NC(=O)COc1coc(CN2CCN(Cc3ccccc3)CC2)cc1=O	-34.3%	/	-3.8%	0.4%	2.2%	/	4.8%	2.0%	-5.4%	/
COc1ccc(C2=NOC(Cn3nc(C(=O)NCC4CC4)cc3-c3ccccc3)C2)cc1 (stereo not given)	2.7%	/	-4.3%	-7.3%	9.1%	/	0.6%	-0.8%	-1.4%	/
O=C(COC(=O)c1cccc(Cl)c1Cl)NCCN1C(=O)CSC1=O	25.6%	-4.2%	-5.2%	3.4%	1.1%	-15.8%	-2.6%	-5.9%	-0.1%	-3.2%
O=C(c1ccc(F)cc1)N1CCN(c2ccccn2)CC1	-0.6%	7.0%	/	-1.2%	-3.0%	-1.3%	0.0%	4.7%	5.2%	0.6%
Cc1cccc(NC(=O)CN2C(=O)COc3ccc(Cl)cc32)c1	-23.8%	2.0%	-20.8%	8.7%	2.0%	-6.5%	-1.3%	5.9%	2.8%	0.8%
CC(=O)c1cccc(NC(=O)CN(c2ccc(C)cc2)S(=O)(=O)c2cccc3nonc23)c1	-44.0%	7.4%	2.4%	0.1%	1.6%	10.5%	1.9%	-0.7%	5.9%	?
CCOc1ccc(-n2nnnc2-c2nc3ccccc3s2)cc1	32.0%	?	?	18.4µM*	-2.3%	?	?	2.13µM*	2.51µM*	?
O=C(OCC(=O)c1ccc(Cl)cc1Cl)c1ccccn1	-28.2%	/	0.7%	-0.3%	?	/	/	/	/	/
CC(C)Oc1cccc(C2NC(=O)c3ccccc3O2)c1 (stereo not given)	16.1%	?	/	4.0%	-1.6%	?	5.0%	16.9µM*	3.4%	1.6%
Cc1cc(C)cc(NC(=O)Nc2ccc(S(=O)(=O)Nc3cc(C)on3)cc2)c1	-8.7%	11.4%	-4.8%	0.0%	10.1%	-1.8%	0.0%	-0.3%	-7.2%	2.1%
COc1ccc(Nc2nc(N)c([N+](=O)[O-])c(NCCO)n2)cc1	-25.7%	11.4%	4.4%	8.0%	2.4%	32.8%	16.6%	?	1.0%	?
Cc1cc(C)c2nc3s/c(=C/c4ccccc4)c(=O)n3c2c1	/	-8.0%	7.8%	3.2%	/	-34.4%	?	?	1.26µM*	-0.4%
COc1ccc(NC(=O)c2cncc(Br)c2)cc1S(=O)(=O)N1CCCCC1	-37.7%	-8.8%	-11.0%	-8.2%	-1.8%	?	0.7%	-0.8%	-0.7%	-10.6%
Cn1nnnc1SCC(=O)N1c2ccccc2Sc2ccc(Cl)cc21	-23.2%	27.6%	-3.9%	-2.6%	-2.9%	34.1%	0.2%	4.2%	-2.1%	-4.4%
O=C(NCc1ccco1)c1cc2cc3ccc(Cl)cc3nc2o1	-1.2%	-6.4%	-9.1%	26.6%	-1.8%	17.4%	1.0%	-6.0%	-9.0%	?
COc1ccc2c(c1)-c1ccccc1S(=O)(=O)N2C(C)=O	-10.3%	-4.8%	0.3%	-1.8%	3.5%	-0.6%	0.4%	-13.2%	0.2%	6.8%
CCOc1ccc(-c2cn3ccccc3n2)cc1	?	?	-2.5%	?	-10.0%	6.31µM*	?	0.536µM*	?	8.9%
CCOP(=O)(OCC)c1nc(-c2cccc([N+](=O)[O-])c2)oc1N1CCCCC1	-6.3%	8.2%	5.8%	6.0%	-0.3%	14.3%	-3.9%	-2.9%	-2.5%	?
c1cn(CC2(Cn3ccnc3)COC2)cn1	25.6%	8.3%	-3.0%	0.0%	1.7%	-7.2%	-0.3%	1.2%	-1.0%	-6.6%
CCOC(=O)N1CCN(C(=O)C2CCN(C(=O)c3cc(OC)cc(OC)c3)CC2)CC1	1.5%	1.3%	-4.3%	-0.4%	-3.9%	2.6%	-0.1%	3.8%	-1.3%	-9.5%
Cc1c(C)n(CC(O)CN2C(=O)c3ccccc3S2(=O)=O)c2ccccc12 (stereo not given)	0.3%	-1.9%	2.2%	-4.9%	-2.3%	14.4%	1.9%	-0.2%	0.6%	0.2%
CC1(C)Cc2c(sc(NC(=O)C(=O)NCCCN3CCOCC3)c2C(N)=O)CO1	-1.3%	-3.0%	11.6%	1.5%	1.5%	-17.2%	1.2%	6.8%	-0.9%	11.0%
O=Cc1ccc(-n2nncc2-c2ccc([N+](=O)[O-])cc2)cc1	-0.5%	-6.0%	4.6%	-0.2%	-1.0%	2.9%	-0.2%	-2.0%	-7.2%	?
CC(C)N(Cc1ccccc1)S(=O)(=O)N(C)C	-6.8%	1.0%	0.9%	2.3%	-1.2%	-1.3%	1.9%	3.7%	-5.5%	-6.3%
CC1(C)CC(=O)C2=C(C1)c1c(ccc3ccccc13)NC2c1ccc(OCC(=O)O)cc1 (stereo not given)	-0.2%	-8.1%	9.8%	-0.3%	18.9%	-15.4%	-1.0%	?	6.1%	?
CCOc1ccc(N(CC(=O)Nc2ccccc2C(=O)N2CCOCC2)S(=O)(=O)c2ccc(F)cc2)cc1	-0.9%	-10.4%	-7.6%	-4.1%	-1.1%	15.9%	-0.2%	2.7%	-5.4%	6.7%
O=C(Nc1cnccn1)Nc1ccccc1F	9.0%	25.9%	5.7%	14.5%	0.3%	44.3%	14.8%	-9.9%	11.3%	0.7%
Cc1cccc(C(=O)NCCCNC(=O)c2cccc(C)c2)c1	-1.6%	-1.9%	-0.1%	-4.4%	-1.6%	-24.7%	-0.8%	1.4%	-3.4%	-8.2%
CCc1ccc(OCCCC(=O)Nc2nccs2)cc1	-7.4%	9.6%	-1.8%	-0.7%	3.3%	?	-2.2%	-3.5%	14.1%	5.0%
COc1cc2[nH]c(=O)n(Cc3ccccc3Cl)c(=O)c2cc1OC	-3.6%	-0.2%	-4.0%	-3.1%	-1.6%	0.6%	6.1%	-1.0%	-0.5%	-1.6%

# Screening results from PubChem BioAssay.
